TDP1 cell CPT = qHTS for Inhibitors of human tyrosyl-DNA phosphodiesterase 1 (TDP1): qHTS in cells in presence of CPT; chicken DT40 Tdp1-/-;hTDP1 cells + 20 nM CPT, ATP luminescence, 48 h; Potency, µM (highest dose often 46.2 µM), for inactives: at the highest dose activity change, negative = growth inhibition, most hits filed as inhibitors; actives 12% (n = 420,000); AID 686979, 2013; note: nearly all actives have a fitted effect of over 55% in size
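Chicken DT40 Tdp1-/- cells stably complemented with human TDP1 were seeded at 400 cells/well in medium containing 20 nM camptothecin, exposed to pin-transferred compounds, and grown at 37 °C for at least 48 hr. Viability was read as ATP luminescence.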
FEN1 inhibitor = qHTS Assay for the Inhibitors of Human Flap endonuclease 1 (FEN1); P39748; Recombinant FEN1 flap cleavage, fluorescence, 15 min; Potency, µM (series often up to 114 µM), for the others: at the top dose activity change, negative = inhibition, most hits filed as inhibitors; actives 0.35% (n = 390,000); note: nearly all actives have a fitted effect of over 65% in size
Target sequence (P39748 whole entry, looked up): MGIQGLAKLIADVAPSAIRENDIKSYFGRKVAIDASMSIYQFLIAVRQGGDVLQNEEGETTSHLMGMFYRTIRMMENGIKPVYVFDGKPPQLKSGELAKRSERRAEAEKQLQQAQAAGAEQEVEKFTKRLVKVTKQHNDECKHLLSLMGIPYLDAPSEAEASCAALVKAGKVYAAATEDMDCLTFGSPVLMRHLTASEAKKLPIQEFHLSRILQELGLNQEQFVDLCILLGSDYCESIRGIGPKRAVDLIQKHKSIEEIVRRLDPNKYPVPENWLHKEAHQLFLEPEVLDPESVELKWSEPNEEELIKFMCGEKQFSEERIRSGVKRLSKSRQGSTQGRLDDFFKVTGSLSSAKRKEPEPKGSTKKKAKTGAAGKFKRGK
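Read-out was taken twice, immediately and after 15 min, following addition of 50 nM substrate to 10 nM FEN1 that had sat with test compound for 15 min at room temperature. Curves came from a four-parameter Hill model.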
GCN5L2 inh = qHTS Assay for Inhibitors of GCN5L2. GCN5L2 HAT assay, ThioGlo1 CoA-SH fluorescence. Potency, µM (series often up to 58.9 µM), for inactives: at the top dose activity change, negative = inhibition, actives largely listed as inhibitors. actives 0.21% (n = 390,000). AID 504327, 2011
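qHTS, 1536-well. 20nM enzyme, pH 7.5 HEPES/EDTA/Tween-20 buffer; 15 min compound preinc., RT. Start: 75uM H3(1-25), 70uM AcCoA, 50uM ThioGlo1. Read Ex340/Em540 at t=0 (autofluorescence flag) and t=20 min.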
Active calls of the source: *; ? = inconclusive; / = no result given; & = joins results of further samples; [ ] = dose if it differs, or a comment. Calls come from the whole dose curve; as a rule, active = well fitted curve in the direction sought with a large enough effect; inconclusive = small, poorly fitted or top-dose-only effect, or another doubt; inactive = no such curve, though single readings can be large; an effect the other way counts as inactive or inconclusive. % is set by controls: 0 for no effect and ±100 for the full control effect; potency is the fitted concentration of half-maximal effect. The list is partial; count on the stated rates, not on these rows.

item | Compound | TDP1 cell CPT | FEN1 inhibitor | GCN5L2 inh
1 | COc1ccc(-n2c3c(c(=O)[nH]c2=O)C(NC(=O)c2ccccc2Cl)(C(F)(F)F)C(=O)N3)cc1 (stereo unspecified) | 15% | 1% | -4%
2 | CCn1c2ccccc2c2cc(NC(=O)CSc3nnnn3-c3ccccc3)ccc21 | -26% | -4% | /
3 | N=c1c2c(ncn1CCCO)Oc1c(ccc3ccccc13)C2c1ccccc1 (stereo unspecified) | ? | -8% | -7%
4 | Cc1cc(C(=O)OCC(=O)Nc2nnc(C(C)C)s2)c2ccccc2n1 | -20% | -3% | 2%
5 | COc1ccc(OC)c(CNS(=O)(=O)c2c(C(=O)N3CCC(C)CC3)c(C)n(C)c2C)c1 | ? | 18% | 32%[activator]
6 | CCCC(=O)N1CCc2cc(OC)c(OC)cc2C1COc1ccccc1OC (stereo unspecified) | ? | -7%&-16% | 2%&7%
7 | COC(=O)c1ccc(SCC(=O)N2CCC(C)CC2)c([N+](=O)[O-])c1 | -28% | 0% | -3%
8 | Nc1c(C(=O)N2CCOCC2)sc2nc(N3CCOCC3)c3c(c12)CCCC3 | ? | -24% | -19%
9 | CCOCCCNC(=O)C(NC(=O)CNC(C)=O)c1ccc(C)cc1 (stereo unspecified) | 8% | -3% | -10%
10 | CC1=CC2=NC(=O)/C(=C\c3cn(C)c4ccccc34)C(=N)N2O1 | -26% | 9% | 3%
11 | CCOC(=O)Cn1c(=N)n(CCOc2ccc(OC)cc2)c2ccccc21 | -14%&6% | -15%&-2% | -1%&2%
12 | CN1CCN(S(=O)(=O)c2cccc(C(=O)Oc3ccc(C(C)(C)C)cc3)c2)CC1 | ? | -19% | -7%
13 | CCC(C)C(=O)Nc1nccs1 (stereo unspecified) | -4% | -2% | -2%
14 | Cc1cc2[nH]c3ccccc3c2cn1 | 1% | -2% | 0%
15 | CCCc1cc(=O)[nH]c(SCC(=O)Nc2ccc(C(=O)Nc3ccccc3OC)cc2)n1 | ? | 8% | 0%
16 | Cc1cccc(NC(=O)Nc2ccc(Oc3c(F)c(F)c(F)c(F)c3F)cc2)c1 | -25% | 4% | 2%
17 | O=C(CSc1ccccn1)N1CCN(c2ncc(C(F)(F)F)cc2Cl)CC1 | ? | 4% | -1%
18 | CC(=O)N1CCN(C(=O)COc2ccc(Br)cc2)CC1 | 10% | 2% | 2%
19 | COc1cc(CC(=O)OCC(=O)Nc2ccc(N(C)C)cc2)cc(OC)c1OC | -21% | -7% | -5%
20 | CN(Cc1ccccc1)C(=O)CN1C(=O)c2ccc([N+](=O)[O-])cc2C1=O | 9% | -2% | -13%
21 | COc1cc(/C=C2\C(=O)ON=C2c2ccccc2)cc(Br)c1O | 6.5µM* | ? | 4%
22 | O=C1NC(=S)SC1=Cc1cccs1 | -5% | -21% | /
23 | N#Cc1ccc(C(=O)Nc2ccccc2-c2nc3ccccc3s2)c(F)c1 | / | 15% | -8%
24 | CC(C)(C)OC(=O)N1CCN(C(=O)c2[nH]cnc2C(=O)Nc2ccc(Cl)cc2)CC1 | ? | -3% | -7%
25 | NCCOc1ccc(C2CCCCC2)cc1 | 13µM* | -2% | -6%
26 | COc1ccccc1/C=C/CN1CCN(c2ccccc2)CC1 | ? | -17% | -6%
27 | COc1cc(OC)c(C2=NOC(C(=O)Nc3ccc4c(c3)OCO4)C2)cc1Cl (stereo unspecified) | 2% | -5% | -5%
28 | O=C(CC1C(=O)N(c2ccc(Cl)cc2)C(=S)N1CCc1ccncc1)Nc1ccc(F)cc1 (stereo unspecified) | ? | 7% | -5%
29 | Cc1nc(N2CCOCC2)c2c(C(=O)N3CCN(c4ccccc4)CC3)c(C)oc2n1 | -8% | -3% | -16%
30 | Cc1cccc(OC(C)C(=O)Nc2nccs2)c1 (stereo unspecified) | 5% | 23% | -1%
31 | Cc1ccc(C(=O)NCC(=O)OCC(=O)Nc2cc(C)c(C)cc2[N+](=O)[O-])cc1 | 2% | -17% | -4%
32 | COc1ccc(NC(=O)c2sc3nc4c(c(-c5ccc(OC)cc5)c3c2N)C(=O)CC(C)(C)C4)cc1 | 23µM* | 11% | -10%
33 | CCN1CCN(C(=O)CSc2cc(=O)n(CC)c3ccccc23)CC1 | -23% | -3% | -6%
34 | COc1ccc2oc(C(=O)OCC(=O)N3CCCC3=O)c(C)c2c1 | -13% | 2% | -27%
35 | CC(=O)NC12CC3CC(C1)CC(C(=O)N1CCN(S(=O)(=O)c4ccccc4[N+](=O)[O-])CC1)(C3)C2 | ? | -8% | 1%
36 | Cc1cc(CN2C(=O)c3ccccc3C2=O)on1 | 0% | -2% | -12%
37 | O=C(CS(=O)(=O)Cc1ccccc1)N1CCN(C(=O)c2ccco2)CC1 | -2% | 3% | -1%
38 | Cn1cc(C(=O)NS(=O)(=O)Nc2ccc(Br)cn2)c2ccccc21 | 20% | 3% | -2%
39 | CCN(CC)c1c([N+](=O)[O-])c(=O)n(CC)c2ccccc12 | ? | -3% | -5%
40 | COc1ccc2c(c1)[C@H]1[C@H](CO2)[C@H](c2ccccc2)[C@]2(C)C(=O)N(CC3CCCO3)CC(=O)N12 (stereo partly specified) | ? | -4% | 1%
41 | Cc1ccc(NC(=O)c2sc(-n3nc(C)c(Cc4ccc5c(c4)OCO5)c3C)nc2C)cc1C | ? | -2% | -6%
42 | COc1cccc(CNC(=O)C2CCCN(c3nn4cc(-c5ccc(C)cc5)nc4s3)C2)c1 (stereo unspecified) | 21µM* | -3% | -5%
43 | C[C@@]12C(=O)Nc3ccc(F)cc3C(=O)N1[C@H]1c3ccccc3OC[C@@H]1[C@@H]2c1ccccc1 | ? | 1% | -11%
44 | CCCCCCCCSc1n[nH]c(N)n1 | ? | 3% | -4%
45 | O=C(COc1ccccc1)OCC(=O)c1c[nH]c2ccccc12 | -2% | -11% | -3%
46 | O=C(c1cccc(C(F)(F)F)c1)N1CCCC1 | -12% | -3% | -4%
47 | CNNC(=S)NCCC1=CCCCC1 | -12% | -4% | -1%
48 | CC(NC(=O)COC(=O)c1cccnc1Cl)C12CC3CC(CC(C3)C1)C2 (stereo unspecified) | ? | 6% | 1%
49 | O=c1[nH]c(=O)n(CCCc2ccccc2)cc1-c1ccccc1 | -28% | -1% | /
50 | O=C(Nc1cn(-c2ccccc2)nc1-c1ccc(F)cc1)c1ccccc1 | 21µM* | -1% | 66%[activator]
51 | CCOC(=O)C(=NC(C)(C)C)NNc1cc(Cl)ccc1Cl | -28% | 4% | -8%
52 | CCCCn1cc2c(c1-c1ccc(Cl)cc1)c(=O)n(C)c(=O)n2C | ? | 7% | -7%
53 | Cc1ccccc1Cn1nc(C)c(NC(=O)c2noc3c2CCCC3)c1C | ? | -8% | -28%
54 | COc1ccc(/C=N/NC2=NCCCCC2)cc1 | 5% | 0% | -2%
55 | Cc1ccc(C)c(S(=O)(=O)NC(C)CCc2ccccc2)c1 (stereo unspecified) | ? | -4% | -10%
56 | CCCCN1C(=O)c2ccc(C(=O)Nc3cccc(C)c3C)cc2C1=O | 1% | 7% | -1%
57 | CCCN(CCC)C(=O)c1cc2c(=O)[nH]c3ccc(C)cc3c2s1 | ? | -12% | -8%
58 | Cc1ccc(NC(=O)C2CCN(S(=O)(=O)c3ccc4c(c3)CC(C)N4C(=O)C3CCC3)CC2)nc1 (stereo unspecified) | 16µM* | 7% | -4%
59 | CCN(C(=O)CN1CCN(C)CC1)c1cccc2ccccc12 | 0% | -1% | -3%
60 | COC(=O)/C(=C\Nc1ccc(Cl)c2ccccc12)c1ncc(C(F)(F)F)cc1Cl | ? | -18% | 6%

(further entries)
item | Compound | TDP1 cell CPT | FEN1 inhibitor | GCN5L2 inh
61 | Cc1ccccc1C1=NC(C(F)(F)F)(C(F)(F)F)c2c(n(C)c(=O)n(C)c2=O)N1 | ? | 4% | -2%
62 | Cc1nc(NC(=O)c2cc3c(s2)CCCCC3)sc1C(=O)N(C)C | ? | 0% | -2%
63 | COc1ccc(N2C(=O)CC(Sc3nnc(-c4ccccc4F)n3C)C2=O)cc1 (stereo unspecified) | 4.1µM* | -20% | -7%
64 | CCOC(=O)c1cc(-c2ccc(OC)cc2)nn1-c1ccccc1C(=O)O | -10% | 17% | -29%
65 | O=[N+]([O-])c1cnccc1NC1CCCCC1 | 9% | -7% | 6%
66 | CC1CCCCN1C(=O)CN1C(=O)CSc2ccc(S(=O)(=O)N3CCOCC3)cc21 (stereo unspecified) | -20% | -18% | -1%
67 | Cc1cccc(N2C(S)=C(C#N)C(=O)NC2c2ccco2)c1 (stereo unspecified) | ? | -7% | 1%
68 | CC(C)c1ccc(NC(=O)CSc2ncccc2C(=O)Oc2cccc([N+](=O)[O-])c2)cc1 | ? | -5% | -4%
69 | Clc1nc(Cl)nc(N(c2ccccc2)c2ccccc2)n1 | -8% | -11% | 5%
70 | COc1ccc(OC)c(C2C3=C(CC(C)(C)CC3=O)Nc3nnnn32)c1 (stereo unspecified) | -21% | -4% | 1%
71 | COc1cc2nc(NC(=O)c3ccc(F)cc3Cl)sc(=O)c2cc1OC | -17% | -1% | 1%
72 | O=C(Oc1ccccc1)N1CCC[C@@]2(CCN(c3ccccc3)C2)C1 | ? | / | -1%
73 | Oc1ccc(-c2n[nH]c(=S)n2-c2ccc3c(c2)OCCO3)cc1 | -17% | -14% | -6%
74 | COC(=O)c1cc(Nc2cc(C)c3ccc(O)cc3n2)cc(C(=O)OC)c1 | ? | -8% | -9%
75 | CCN(Cc1ccccc1)S(=O)(=O)c1cc(C(=O)NC(C)C2CC3CCC2C3)ccc1OC (stereo unspecified) | 16µM* | -14% | -8%
76 | COc1cccc(OCc2nc3ccccc3n2CCOc2ccc(C)cc2)c1 | 23µM* | 2% | -9%
77 | C=C(C)Cn1c(N2CC(C)CC(C)C2)nc2c1c(=O)[nH]c(=O)n2C (stereo unspecified) | ? | -17% | -1%
78 | CCC(=O)Nc1nnc(C)s1 | 0% | 3% | -4%
79 | CCOCCn1c(CN2CCN(c3cccc(Cl)c3)CC2)nc2c1c(=O)n(C)c(=O)n2C | 7.3µM* | 1% | -3%
80 | CC(C(=O)O)n1cnc2sc3c(c2c1=O)CCCC3 (stereo unspecified) | 15% | -9% | 4%
81 | Cc1ccccc1Cn1c2ccccc2c2cnn(CC(=O)N3CCC(C)CC3)c(=O)c21 | 21µM* | -17% | -6%
82 | N#C/C(=C\c1ccccc1O)C(=O)Nc1cccnc1 | ? | -8% | 6%
83 | CC(C)N1CCN(Cc2ccncc2)CC1CCO (stereo unspecified) | 4% | -14% | 9%
84 | COC(=O)[C@@H]1C[C@@]2(O)[C@H](O)[C@H](O)[C@H](O)C[C@H]2N1CC(c1ccccc1)c1ccccc1 | 5% | -18% | -18%
85 | Cc1nc2nc(-c3ccc(F)cc3)cn2nc1C | -18% | 11% | -28%
86 | Nc1c(-c2cccc([N+](=O)[O-])c2)nc2ccccn12 | 4% | -5% | 0%
87 | COc1cc(OC)c(C2C(C(=O)N3CCOCC3)=C(C)NC3=C2C(=O)CC(C)(C)C3)cc1OC (stereo unspecified) | 1% | -12% | -2%
88 | CCOc1ccc(OCCCC(=O)N(CC)CC(=O)Nc2c(F)cccc2F)cc1 | -21% | 3% | -2%
89 | Cc1ccc2oc(=O)c3cc(C(=O)Nc4ccc(C)c(F)c4)sc3c2c1 | 4% | 17% | -4%
90 | COc1ccc(CNC(=O)c2cccn2-c2nnc(N3CCCC3)s2)c(OC)c1 | ? | 0% | -4%
91 | COc1ccccc1NS(=O)(=O)c1cc(NC(=O)C2CCC2)ccc1N1CCCCC1 | ? | 2% | -27%
92 | CCOC(=O)CC(=O)CSc1nnc2c(n1)[nH]c1ccccc12 | ? | -9% | -3%
93 | COc1cc2c(C(=O)NCc3ccc4c(c3)OCO4)cn(C)c(=O)c2cc1OC | ? | -3% | 1%
94 | O=C(O)c1ccc(NC(=O)c2ccco2)c(NC(=O)c2ccco2)c1 | 8% | -3% | 1%
95 | C[C@H](CO)N1C[C@H](C)[C@H](CN(C)CC2CC2)Oc2ccc(NC(=O)CCN3CCOCC3)cc2C1=O | 9% | 16% | -2%
96 | CCOC(=O)c1c(C)oc2ccc(OC(=O)c3cccs3)cc12 | -1% | -14% | -6%

Some of the entries above, reformatted:
25. NCCOc1ccc(C2CCCCC2)cc1
- TDP1 cell CPT: 13µM*
- FEN1 inhibitor: -2%
- GCN5L2 inh: -6%

26. COc1ccccc1/C=C/CN1CCN(c2ccccc2)CC1
- TDP1 cell CPT: ?
- FEN1 inhibitor: -17%
- GCN5L2 inh: -6%

27. COc1cc(OC)c(C2=NOC(C(=O)Nc3ccc4c(c3)OCO4)C2)cc1Cl (stereo unspecified)
- TDP1 cell CPT: 2%
- FEN1 inhibitor: -5%
- GCN5L2 inh: -5%

28. O=C(CC1C(=O)N(c2ccc(Cl)cc2)C(=S)N1CCc1ccncc1)Nc1ccc(F)cc1 (stereo unspecified)
- TDP1 cell CPT: ?
- FEN1 inhibitor: 7%
- GCN5L2 inh: -5%

Bioassay records: PubChem, National Center for Advancing Translational Sciences (NCATS)
